# High-throughput results from PubChem BioAssay.
# IDH1 R132H inh: blocks human mutant IDH1 R132H enzyme | Potency, µM (doses to about 76.6 µM), inactives show at the top dose activity change, negative = inhibition, most hits filed as inhibitors | O75874 | IDH1-R132H enzyme, NADPH consumption, diaphorase/resazurin fluorescence | AID 602179 | 390,000 tested, 0.093% active; further: potency means the concentration at half of the fitted maximal effect; on the % scale 0 is the no-effect control and ±100 the full control effect; nearly all actives have a fitted effect of over 65% in size
# Target sequence (O75874 whole entry R132H, stated change not applied): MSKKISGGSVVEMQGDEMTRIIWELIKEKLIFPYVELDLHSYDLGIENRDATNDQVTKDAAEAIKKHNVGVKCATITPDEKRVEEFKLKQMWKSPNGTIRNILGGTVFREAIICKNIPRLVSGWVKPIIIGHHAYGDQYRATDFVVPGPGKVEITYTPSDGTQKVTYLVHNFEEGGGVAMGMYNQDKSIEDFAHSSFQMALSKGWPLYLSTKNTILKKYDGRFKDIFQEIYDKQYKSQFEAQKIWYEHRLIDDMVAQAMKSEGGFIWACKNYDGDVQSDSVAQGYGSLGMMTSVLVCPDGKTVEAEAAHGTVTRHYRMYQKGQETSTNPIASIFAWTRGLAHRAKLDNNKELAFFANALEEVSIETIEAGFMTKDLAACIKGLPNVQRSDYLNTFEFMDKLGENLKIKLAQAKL
#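 IDH1-R132H (0.5 ug/mL dispensed) in pH 7.5 Tris buffer was preincubated 30 min with compound, then given a substrate mix of 0.016 mM NADPH and 2 mM alpha-KG for 80 min at room temperature; remaining NADPH was read by diaphorase/resazurin fluorescence.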
# PI4K2A inh: PI4K2A (human) kinase inhibition; AID 1346378; 420,000 tested, 0.13% active; Q9BTU6; purified PI4K2A, ADP-Glo luminescence, 1 h; active compounds read low; activity change, negative = inhibition, % at 76.9 µM; in the data active means activity change below about -50%; inconclusive means mostly about -30% to -49%;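 further: -100% = wells without enzyme as full effect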
#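 Compounds are screened against recombinant PI4K2A using PI as substrate and ATP, the latter dispensed at 300 microM. Reactions run one hour at ambient temperature before ADP-Glo detection; full inhibition defined by wells lacking enzyme.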
# Glioma ERSR ind: ER stress response induction in glioma; U87-MG GRP78 promoter luciferase reporter, 16 h; Potency, µM, for the others: top-dose activation, actives largely listed as activators; 420,000 tested, 0.02% active; further: potency means the concentration at half of the fitted maximal effect; series mostly up to about 76 µM; % of control where 0% means no effect; nearly all actives have a fitted effect of over 35% in size
#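 Stably transfected U87-MG glioma cells carrying a GRP78-based luciferase sensor; 16 h compound incubation. Luminescence end-point read 10 min after Bright-Glo addition at room temperature.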
# TrxR1 substrate: is turned over as a substrate by rat TrxR1; purified TrxR1 substrate turnover, NADPH consumption readout; Potency, µM (top dose mostly 114 µM), without a hit: top-dose activity change, negative = substrate turnover; 390,000 tested, 0.01% active; further: potency means the concentration at half of the fitted maximal effect; on the % scale 0 is the no-effect control and ±100 the full control effect; nearly all actives have a fitted effect of over 50% in size
# Target sequence (O89049 whole entry, looked up): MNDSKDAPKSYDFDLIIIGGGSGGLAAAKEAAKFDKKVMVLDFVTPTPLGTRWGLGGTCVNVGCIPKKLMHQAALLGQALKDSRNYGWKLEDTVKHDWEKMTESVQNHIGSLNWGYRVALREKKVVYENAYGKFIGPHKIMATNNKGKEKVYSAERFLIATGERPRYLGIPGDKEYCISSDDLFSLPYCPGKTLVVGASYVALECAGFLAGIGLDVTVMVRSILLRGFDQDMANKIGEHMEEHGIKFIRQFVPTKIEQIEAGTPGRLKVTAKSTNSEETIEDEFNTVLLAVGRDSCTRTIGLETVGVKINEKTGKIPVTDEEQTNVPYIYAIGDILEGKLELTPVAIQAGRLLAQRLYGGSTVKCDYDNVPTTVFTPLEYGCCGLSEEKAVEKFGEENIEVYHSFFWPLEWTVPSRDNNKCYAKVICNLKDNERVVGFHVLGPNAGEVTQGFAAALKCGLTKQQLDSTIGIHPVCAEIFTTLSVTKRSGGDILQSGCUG
#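 Rat TrxR1, dispensed at 90 nM, was prereduced with 400 uM NADPH (final) for 5 min at ~22 deg C, then incubated with compound 15 min before 400 uM selenite. A first-read NADPH fluorescence drop versus no-compound background flagged substrates.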
# Vif-A3G inh: Vif-A3G binding inhibition | Q9HC16 | 410,000 tested, 0.076% active | AID 602310 | Potency, µM (doses to about 46.1 µM), without a hit: at the highest dose activity, negative = active, actives largely listed as inhibitors | HeLa A3G-eYFP + Vif (tagged APOBEC3G with the HIV-1 protein that degrades it), YFP fluorescence, overnight;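 further: potency means the concentration at half of the fitted maximal effect; on the % scale 0 is the no-effect control and ±100 the full control effect; nearly all actives have a fitted effect of over 60% in size; hits raise eYFP signal because A3G escapes Vif-driven loss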
#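 Read-out is eYFP fluorescence (Ex 488/Em 500-530) from Vif-expressing HeLa A3G-eYFP cells; more signal means A3G escaped Vif-mediated degradation. Cells plated overnight, compound pinned in, incubated overnight at 37 deg C.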
# Vif-A3F inh: blocks the Vif interaction with APOBEC3F. AID 602313. 390,000 tested, 0.2% active. Potency, µM (series often up to 46.1 µM), for the others: at the top dose activity, negative = active. HeLa A3F-eYFP + Vif (tagged APOBEC3F with the HIV-1 protein that degrades it), YFP fluorescence increase; further: potency means the concentration at half of the fitted maximal effect; % of control where 0% means no effect; nearly all actives have a fitted effect of over 65% in size
#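 Fluorescence increase (Ex 488/Em 500-530) after overnight compound treatment at 37 deg C flags inhibition of Vif-driven A3F-eYFP loss in stable HeLa A3F-eYFP/Vif cells seeded overnight beforehand.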
# RXFP1 agonist: activates the human relaxin receptor RXFP1; Q9HBX9; HEK293T-RXFP1 cAMP TR-FRET, 30 min; response scale: percent of porcine relaxin response, buffer zero; Potency, µM (highest dose often 57.5 µM), without a hit: at the top dose activation, usual class: activators; 370,000 tested, 0.3% active; AID 2676; further: potency means the concentration at half of the fitted maximal effect; on the % scale 0 is the no-effect control and ±100 the full control effect; nearly all actives have a fitted effect of over 60% in size; many of its hits are not listed in these tables
#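 cAMP rise read by TR-FRET after 30 min, 37C compound exposure (up to 58 uM) in RXFP1-transfected HEK293 cells with Ro 20174 present. EC50 from Hill-equation fits, with 29 nM porcine relaxin as 100% and buffer as basal.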
# LDHA block: inhibitors of human lactate dehydrogenase A | 480,000 tested, 0.15% active | activity change, % (values are at about 110 or 230 µM) | AID 1347041 | purified LDHA, NADH/diaphorase-resazurin fluorescence; active compounds read low; in the data active means activity change below about -30%; inconclusive means mostly about -25% to -30%;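 further: plate controls were DMSO wells for no effect and wells without enzyme for full effect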
#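 Resorufin fluorescence (ex540/em590), read at 0 and 20 min after diaphorase/resazurin addition, reports the NADH left after a 5 min room-temperature reaction of 2 nM human LDH5 with 0.06 mM NADH and 0.2 mM pyruvate.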
# USP1 inh: blocks the human USP1/UAF1 deubiquitinase complex; recombinant USP1/UAF1, Ub-Rhodamine cleavage fluorescence; Potency, µM (doses to about 57.1 µM), without a hit: top-dose activity change, negative = inhibition, most hits filed as inhibitors; 390,000 tested, 0.23% active; O94782; further: potency means the concentration at half of the fitted maximal effect; on the % scale 0 is the no-effect control and ±100 the full control effect; nearly all actives have a fitted effect of over 60% in size; inactives centre near -12
#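 USP1/UAF1 complex (1 nM) preincubated 15 min at room temperature with compound, then Ub-Rho substrate (150 nM final) added. Kinetic fluorescence at 480/540 nm over 6 reads at 60 s intervals; 50 mM HEPES pH 7.8, 0.5 mM EDTA, 0.1 mg/ml BSA, 1 mM TCEP, 0.01% Tween-20.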
# An asterisk follows results filed as active; ? = inconclusive; · = not tested or not shown; & = joins results of further samples; [ ] = another dose, or the depositor's remark. Unless noted, the call rests on the fitted dose curve; in most records, active means well fitted curve in the direction sought with a large enough effect; inconclusive means small, poorly fitted or top-dose-only effect, or another doubt; inactive means no such curve, though single readings can be large; an effect the other way counts as inactive or inconclusive.
SMILES,IDH1 R132H inh,PI4K2A inh,Glioma ERSR ind,TrxR1 substrate,Vif-A3G inh,Vif-A3F inh,RXFP1 agonist,LDHA block,USP1 inh
COCCCN=Cc1c(C)[nH]n(-c2ccc(Br)c(C)c2)c1=O,3%,-6,-11%,-10%,-2%,0%,3.4%,-2,-20%
Cc1onc(-c2ccccc2)c1C(=O)O/N=C(\N)c1ccc([N+](=O)[O-])o1,13%,-2,-2%,-2%,-17%,-4%,9.3%,-3,-21%
Oc1ccc(Cl)cc1C=Nc1ccc2c3c(cccc13)CC2,19%,-9,-1%,30%[activator][57.1 µM],-4%,4%,3.0%,9,-21%
CCc1nnc(NC(=O)CSc2nnc(Cc3ccccc3)n2Cc2ccccc2)s1,4%,6,-2%,-7%,1%,0%,0.1%,-7,-17%
O=C(NC(=S)N1CCc2ccccc21)c1ccccc1Cl,-4%,1,7%,-6%[57.1 µM],-14%,7%,1.6%,-7,-19%
CS(=O)(=O)N(CCCC(=O)N1CCCCCC1)c1cccc(Cl)c1,1%,-2,-4%,-2%,3%,2%,2.0%,2,-3%
CCN(CC(=O)NC)S(=O)(=O)c1ccc(C)cc1,0%,-2,1%,12%[57.1 µM],2%,0%,-1.0%,-4,8%
CCOc1ccccc1NC(=O)CSc1nc2c(oc3ccccc32)c(=O)n1-c1ccc(F)cc1,0%,1,-1%,0%,5%,-1%,-1.5%,0,-25%
O=C1CC(c2ccc(Cl)cc2)Sc2nc(-c3ccc(F)cc3)nn21 (stereo not drawn),-4%,-1,-1%,-5%,-1%,1%,4.3%,-3,-15%
CCOC(=O)c1c(COC(=O)c2ccco2)nc2ccccc2[n+]1[O-],1%,6,3%,-13%,0%,-12%,4.1%,8,-5%
O=C(O)CCCCNS(=O)(=O)/C=C/c1ccccc1,-7%,2,-1%,4%,0%,13%,1.3%,-1,-24%
CCN(CC)CCN(CC(=O)N(C1CCCCC1)C1CCCCC1)C(=O)c1ccco1,-4%,5,-5%,9%,1%,-5%,-3.4%,-19,-15%
Cc1ccc(F)cc1NC(=O)c1cccc2nccnc12,12%,0,-2%,7%,-1%,4%,-1.2%,-2,-1%
CCC12CN(C(=O)c3ccco3)CC(CC)(CN(C(=O)c3ccco3)C1)C2=O,6%,3,-3%,-2%,-2%,-5%,-0.6%,-2,4%
CCOC(=O)c1c(C2CC2)csc1NC(=O)COC(=O)CCS(=O)(=O)c1ccc(C)cc1,6%,-2,-4%,8%[57.1 µM],-4%,9%,-3.1%,-8,-17%
O=C(c1ccccc1Br)N1CCC(c2nc3ccccc3o2)CC1,0%,-4,-4%,6%,1%,-7%,-1.9%,-6,-22%
CN(c1ccccc1)S(=O)(=O)c1ccc2[nH]c(=O)oc2c1,0%,6,1%,-16%[57.1 µM],0%,?,-0.8%,4,-14%
CCN(C(=O)N1CCOCC1)c1ccccc1C,3%,2,-2%,11%[57.1 µM],2%,-7%,1.2%,-1,-20%
Oc1ccccc1-c1nnc(COc2ccccc2)o1,-1%,-1,4%,13%[57.1 µM],-7%,2%,1.0%,5,-21%
Cc1nc(N/C(N)=N/S(=O)(=O)c2ccccc2)nc2ccccc12,2%,3,-2%,9%[57.1 µM],0%,-24%,·,-6&-3,-10%
O=C1CCC([N+](=O)[O-])C(c2ccc3c(c2)OCO3)N1 (stereo not drawn),-8%,-4,-3%,9%,2%,-8%,1.6%,2,-9%
Cn1c(=O)c2[nH]c(CCNC(=O)c3ccccc3)nc2n(C)c1=O,1%,0,-3%,3%,-4%,-13%,·,-1,-1%
O=C(Nc1ccc(Cl)cc1)C1CCCN(S(=O)(=O)c2cnc[nH]2)C1 (stereo not drawn),-3%,-3,-4%,-2%,4%,-11%,0.4%,-3,-29%
COc1ccc(CC(=O)OCCc2cc3cc(OC)c(OC)cc3c(=O)o2)cc1,-2%,-3,0%,2%,-7%,5%,-0.9%,0,-6%
O=C(COC(=O)c1ccc(Cl)c([N+](=O)[O-])c1)Nc1ccccc1OC(F)F,3%,4,-4%,-10%,-2%,3%,0.6%,-2,-8%
CCOc1ccccc1-n1c(SCC(N)=O)nnc1-c1ccc(O)cc1,1%,1,-6%,0%,0%,-5%,2.1%,4,2%
COc1ccc(C(=O)N(C)[C@H]2C[C@H]3c4[nH]c5ccccc5c4CCN3C[C@H]2[C@H](C)O)cc1,·,-6,-2%,·,1%,·,·,4,·
Fc1ccc(CSc2nnc(Cc3sc(-c4ccccc4)nc3-c3ccccc3)o2)cc1,2%,-2,-3%,8%[57.1 µM],0%,-3%,4.2%,-7,2%
CC(C)(C)NC(=O)CN(C(=O)c1snc(C(=O)NC2CCCCC2)c1N)c1ccc(F)cc1,-1%,-5,-2%,71%[activator][57.1 µM],0%,?,0.0%,-1,5%
CCN(Cc1ccccc1)c1ccc(/C=N/NC(=S)NC(C)C)cc1,3%,1,-6%,-5%[11.4 µM],-6%,-7%,-0.2%,1,-17%
CCOC(=O)c1c(N)nn(C(=O)c2ccccc2F)c1-c1ccc(OC)cc1,0%,4,-2%,-5%,0%,?,0.3%,-3,-20%
CC(C)C1Cc2c(sc3[nH]c(=S)n(Cc4ccccc4)c(=O)c23)CO1 (stereo not drawn),-2%,4,-5%,-4%,-1%,5%,-0.1%,-7,-11%
Cc1ccc(N2CC(=O)N(NC(=O)CN3CCN(c4ccccc4)CC3)CC2=O)cc1,-11%,4,-3%,3%,0%,7%,0.0%,-5,-17%
Cc1ccc(S(=O)(=O)N2CCN(C(=O)CN3C(=O)NC4(CCCC4)C3=O)CC2)c(C)c1,8%,-3,-6%,4%,3%,-10%,11%,-12,-22%
CCOc1ccc(NC(=O)N2CCC(NC(=O)C(Cc3cccc(F)c3)NC(C)=O)CC2)cc1 (stereo not drawn),0%,3,-7%,7%,-2%,1%,-4.0%,-2,-12%
COc1c2ccc(OCC/C(C)=C/C(=O)C=C(C)C)cc2nc2occc12,9%,-4,0%,7%,0%,-5%,·,12,?
O=C(NC1CCCC1)c1cccc(Cn2cc([N+](=O)[O-])cn2)c1,0%,-5,-3%,-7%,1%,1%,2.0%,5,2%
Cc1cc(C=O)c(C)n1-c1ccc(NC2CCCC2)c([N+](=O)[O-])c1,7%,0,-5%,1%,-4%,-4%,0.1%,3,-21%
COc1cccc(CN2CCN(C(=O)c3cc(-c4cccnc4)nc4ccc(C)cc34)CC2)c1,-5%,0,-7%,8%[57.1 µM],-8%,-9%,-0.5%,-5,-16%
Fc1ccc(/C=N\Nc2cccc(F)c2)cc1,0%,1,-4%,0%,0%,6%,1.6%,-3,-11%
CC1CN(CCc2ccccc2)c2nc3c(c(=O)n(C)c(=O)n3C)n2C1 (stereo not drawn),8%,-4,-8%,7%,1%,4%,11%,1,-15%

# In the list so far, six contain a furan ring, fused or not:
SMILES,IDH1 R132H inh,PI4K2A inh,Glioma ERSR ind,TrxR1 substrate,Vif-A3G inh,Vif-A3F inh,RXFP1 agonist,LDHA block,USP1 inh
Cc1onc(-c2ccccc2)c1C(=O)O/N=C(\N)c1ccc([N+](=O)[O-])o1,13%,-2,-2%,-2%,-17%,-4%,9.3%,-3,-21%
CCOc1ccccc1NC(=O)CSc1nc2c(oc3ccccc32)c(=O)n1-c1ccc(F)cc1,0%,1,-1%,0%,5%,-1%,-1.5%,0,-25%
CCOC(=O)c1c(COC(=O)c2ccco2)nc2ccccc2[n+]1[O-],1%,6,3%,-13%,0%,-12%,4.1%,8,-5%
CCN(CC)CCN(CC(=O)N(C1CCCCC1)C1CCCCC1)C(=O)c1ccco1,-4%,5,-5%,9%,1%,-5%,-3.4%,-19,-15%
CCC12CN(C(=O)c3ccco3)CC(CC)(CN(C(=O)c3ccco3)C1)C2=O,6%,3,-3%,-2%,-2%,-5%,-0.6%,-2,4%
COc1c2ccc(OCC/C(C)=C/C(=O)C=C(C)C)cc2nc2occc12,9%,-4,0%,7%,0%,-5%,·,12,?

# Some of the compounds tested, so the mix of outcomes need not match the whole.
